# Assay outcomes from PubChem BioAssay.
# V1aR counter: activates human V1a receptor in oxytocin agonist counter-screen | activation, % at 3 µM | P37288 | actives 0.25% (n = 320,000) | CHO-V1R cells, Fluo-8 calcium fluorescence, agonist mode; 0% DMSO, 100% 3 nM vasopressin;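 active = activation above the mean activation of all tested compounds plus 3 SD, per screening run, cut at about 20% in these data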;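 note: signal is peak over basal fluorescence ratio across a 100 second FLIPR read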
# Target sequence (P37288 whole entry, looked up): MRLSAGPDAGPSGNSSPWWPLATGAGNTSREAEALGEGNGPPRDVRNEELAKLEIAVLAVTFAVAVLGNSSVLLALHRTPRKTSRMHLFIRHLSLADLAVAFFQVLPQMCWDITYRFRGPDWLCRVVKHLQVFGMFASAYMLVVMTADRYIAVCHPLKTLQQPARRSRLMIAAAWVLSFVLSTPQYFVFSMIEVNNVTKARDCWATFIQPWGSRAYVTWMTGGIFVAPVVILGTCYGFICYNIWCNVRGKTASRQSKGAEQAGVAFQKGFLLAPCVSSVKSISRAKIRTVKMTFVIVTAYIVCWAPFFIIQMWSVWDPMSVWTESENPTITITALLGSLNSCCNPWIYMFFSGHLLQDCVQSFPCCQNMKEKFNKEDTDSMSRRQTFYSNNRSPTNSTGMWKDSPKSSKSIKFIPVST
# GalR3 antagonist: blocks the human galanin receptor 3. AID 651719. O60755. HEK293 GalR3-CNG cAMP membrane potential fluorescence; galR3 body fused to GalR1 C-terminus. inhibition, % at 3 µM. actives 0.44% (n = 360,000);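 active = inhibition above the screen-wide average plus 3 SD, cut at about 13% in these data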;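 note: forskolin and galanin both at EC90 stimulate the cells; cAMP rise reported by CNG channel membrane potential dye signal; 0% = forskolin plus galanin with DMSO and 100% = forskolin alone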
# Target sequence (O60755 1-299 limits assumed): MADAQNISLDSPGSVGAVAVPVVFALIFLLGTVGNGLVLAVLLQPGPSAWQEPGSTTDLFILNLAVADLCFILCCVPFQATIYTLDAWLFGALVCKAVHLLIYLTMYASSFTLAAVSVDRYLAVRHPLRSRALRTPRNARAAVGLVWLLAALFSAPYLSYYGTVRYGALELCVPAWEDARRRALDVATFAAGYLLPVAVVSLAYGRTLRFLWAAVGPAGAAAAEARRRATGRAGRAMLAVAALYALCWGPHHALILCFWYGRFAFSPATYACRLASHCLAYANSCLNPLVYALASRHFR
# OXTR agonist: human OXTR agonism; activation, % at 3 µM; actives 0.32% (n = 320,000); CHO-OTR cells, Fluo-8 calcium fluorescence; normalized: DMSO 0%, oxytocin 100%; AID 2435;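 active = activation above the mean of all tested compounds plus 3 SD, cutoff set per screening run, cut at about 20% in these data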;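 note: peak over basal fluorescence ratio from a 100 s FLIPR kinetic read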
# Target sequence (P30559 whole entry, looked up): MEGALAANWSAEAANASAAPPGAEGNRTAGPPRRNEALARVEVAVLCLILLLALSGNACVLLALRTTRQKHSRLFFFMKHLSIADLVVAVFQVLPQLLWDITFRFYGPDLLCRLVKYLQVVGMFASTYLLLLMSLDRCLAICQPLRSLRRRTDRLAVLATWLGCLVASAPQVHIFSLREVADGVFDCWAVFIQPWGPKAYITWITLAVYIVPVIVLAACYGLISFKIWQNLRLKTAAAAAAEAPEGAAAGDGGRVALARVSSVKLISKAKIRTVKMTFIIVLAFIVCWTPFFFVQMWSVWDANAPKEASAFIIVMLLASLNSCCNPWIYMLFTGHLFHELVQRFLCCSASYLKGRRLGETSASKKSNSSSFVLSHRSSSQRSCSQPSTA
# * = called active by the depositor. An excerpt (hit frequency here may not be typical).
mol | V1aR counter | GalR3 antagonist | OXTR agonist
CCN(c1ccccc1)S(=O)(=O)c1ccc(OC)c(NC(=O)c2cc(F)c(F)c(F)c2F)c1 | 0.5 | -2 | 1.2
C=CCN([C@@H](CC(C)C)C(=O)OC)S(=O)(=O)N(CC=C)[C@@H](CC(C)C)C(=O)OC | -0.5 | -5 | -1.7
CCN1CCN(S(=O)(=O)c2ccc(Cl)c(C(=O)Nc3ccccc3N3CCCC3)c2)CC1 | -1.7 | -2 | -2.4
COc1ccc(NS(=O)(=O)c2cccc(C(=O)O)c2)cc1S(=O)(=O)N1CCCCC1 | -0.1 | 0 | 1.1
Cc1ccc(Nc2nnc(SCC(=O)NC3CC3)s2)cc1 | -0.4 | -1 | -1.7
O=C1OC[C@@H]2CCCN2C(=O)[C@H](CC(=O)N(CCO)Cc2ccccc2)C/C=C\CC[C@H]1Cc1ccc(F)cc1 | -1.3 | -6 | -1.2
C=CCC[C@@H](Cc1ccc(F)cc1)C(=O)OCCNC(=O)[C@H](CC=C)CC(=O)NCCO | -0.5 | -2 | -0.5
CCN(Cc1cccs1)C(=O)c1cccc(S(=O)(=O)N2CCN(C)CC2)c1 | -0.5 | -2 | 0.5
CC(NC(=O)C1=CC=CN2CCS(=O)(=O)N=C12)c1ccc(Cl)c(Cl)c1 (stereo not drawn) | 0.4 | -9 | 1.5
CCCCn1c(N)c(N(CCC(C)C)C(=O)CSc2nncn2-c2ccccc2)c(=O)[nH]c1=O | 0.0 | -5 | -0.4
Cn1nc(C(=O)NNC(=O)CCc2ccccc2Cl)c2ccccc2c1=O | -0.8 | -4 | -1.7
Cc1cc(OCC(=O)OCC(=O)NC2CCCCC2C)ccc1Cl (stereo not drawn) | 1.2 | -7 | 0.8
CCN1CCN(c2ccc(S(=O)(=O)N3CCCCC3)cc2NC(=O)c2cccc(C(F)(F)F)c2)CC1 | 0.4 | -5 | 1.6
O=C(COc1cccc(C(F)(F)F)c1)NNC(=O)c1ccc(=O)[nH]c1 | 1.0 | 0 | 0.8
c1ccc(-c2sc3ccccc3c2-c2ccc(OCCN3CCCCC3)cc2)cc1 | 1.5 | -2 | -0.1
CN(C(=O)CN1CCCCCC1)c1c(N)n(Cc2ccccc2)c(=O)[nH]c1=O | 0.5 | 2 | 0.2
COc1ccc(NS(=O)(=O)c2cccc(C(=O)NCc3ccccn3)c2)cc1 | 2.5 | -5 | 3.0
CC(C)COC(=O)COc1cc(Cl)c(Cl)cc1Cl | -0.5 | -2 | -1.1
Cc1ccc(S(=O)(=O)N2CCCCC2)cc1NS(=O)(=O)c1ccccc1F | 6.9 | -5 | 7.2
COc1ccc(Cl)cc1Nc1cc(C)nc2ccccc12 | 1.7 | 0 | 1.8
Cc1ccc(C(=O)NCC(=O)N2CCCCCCC2)cc1C | -0.2 | -5 | -0.4
CSc1ncnc2c1ccn2CC(=O)Nc1ccc(C)c(C)c1 | 1.9 | -8 | 0.9
CN(CC(=O)Nc1ccccc1Cl)C(=O)CCc1nc2ccccc2c(=O)[nH]1 | 0.0 | -4 | -0.4
CC1CC1C(=O)OCC(=O)NCc1ccccc1 (stereo not drawn) | 1.5 | -4 | 2.3
Cc1ccc(NC(=O)C(C)OC(=O)CCN=C2NS(=O)(=O)c3ccccc32)cc1 (stereo not drawn) | 0.0 | -3 | -0.1
Cn1c(N)c(C(=O)COC(=O)/C=C/c2ccccc2)c(=O)n(C)c1=O | 7.5 | -6 | 8.0
CC(Sc1nnc(Cc2ccccc2)o1)C(=O)Nc1ccccc1[N+](=O)[O-] (stereo not drawn) | 0.3 | -4 | 0.1
CC(C)c1ccc(CCNC(=O)CCNS(=O)(=O)c2ccc(Br)cc2)cc1 | 1.6 | -5 | 0.5
CN(CC(=O)Nc1ccc(Cl)c(C(F)(F)F)c1)C(=O)C1CCCO1 (stereo not drawn) | 5.5 | -3 | 11
CN(Cc1cccc(F)c1)C(=O)c1ccc(S(=O)(=O)N2CCCCCC2)cc1 | 2.3 | -4 | 1.9
Cc1c(NC(=O)C(C)OC(=O)c2ncc(Cl)c(Cl)c2Cl)c(=O)n(-c2ccccc2)n1C (stereo not drawn) | -0.7 | -7 | -1.2
O=C(COC(=O)C1CCN(S(=O)(=O)c2c(Cl)cccc2Cl)CC1)NCc1ccco1 | 1.9 | -4 | 2.6

# Quoted from the listing:
# Reading of Cn1c(N)c(C(=O)COC(=O)/C=C/c2ccccc2)c(=O)n(C)c1=O under OXTR agonist: 8.0
# Reading of CCN(c1ccccc1)S(=O)(=O)c1ccc(OC)c(NC(=O)c2cc(F)c(F)c(F)c2F)c1 under V1aR counter: 0.5

# Carrying on.
mol | V1aR counter | GalR3 antagonist | OXTR agonist
CC(C)(C)[C@H]1COC(=O)CC/C=C\C[C@@H](CC(=O)N(CCO)Cc2ccccc2)C(=O)N1 | 1.1 | -3 | 0.6
O=C(O)C1CC=CCC1C(=O)NCc1ccc(Cl)c(Cl)c1 (stereo not drawn) | 1.4 | -1 | 1.1
Cc1cc(S(=O)(=O)N2CCCC2)ccc1OCC(=O)Nc1ccc(C(N)=O)cc1 | 0.9 | 3 | 0.2
COc1ccc(S(=O)(=O)N(C)C[C@H]2Oc3ccc(NS(=O)(=O)c4cccs4)cc3CC(=O)N([C@H](C)CO)C[C@H]2C)cc1 | 1.5 | 1 | 2.3
CCOC(=O)C1=C(COC(=O)c2ccc(OC)c(OC)c2OC)NC(=O)NC1C (stereo not drawn) | 0.8 | 0 | 2.7
CCOc1ccc(NC(=O)CN(C)C(=O)/C=C/c2ccco2)cc1OCC | -0.4 | 4 | -0.9
O=C(COc1ccc(F)cc1Cl)NC1CCCCCC1 | -0.7 | -3 | -1.4
Cc1cc(N2CCN(C)CC2)ccc1NC(=O)c1ccc(-c2ccc(Cl)cc2)o1 | 0.3 | -3 | 6.5

# Whole records, quoted from the list:
# CC(C)COC(=O)COc1cc(Cl)c(Cl)cc1Cl is listed as V1aR counter: -0.5; GalR3 antagonist: -2; OXTR agonist: -1.1
# Cc1ccc(C(=O)NCC(=O)N2CCCCCCC2)cc1C is listed as V1aR counter: -0.2; GalR3 antagonist: -5; OXTR agonist: -0.4

# The listing continues.
mol | V1aR counter | GalR3 antagonist | OXTR agonist
O=C(COC(=O)c1cnccn1)NC(=O)c1ccccc1 | -0.1 | -3 | 0.7
O=C1C=C(c2cc(F)ccc2F)C[C@@H](c2ccc(F)cc2)C1 | -1.3 | -6 | -1.5
O=C(COC(=O)Cc1n[nH]c(=O)c2ccccc12)Nc1ncc(Cl)cc1Cl | -0.4 | -5 | -1.6
Cc1ccc(CSCC(=O)N(C)CC(=O)Nc2ccccc2Cl)cc1 | 1.8 | 4 | -0.3
CCN(C(=O)COC(=O)c1nc2nc(C)cc(C)n2n1)C1CCCCC1 | 0.0 | 0 | -0.4
COC(=O)C1CCN(CC(=O)Nc2ccc(C(=O)Nc3ccccc3OC)cc2)CC1 | 0.8 | -5 | 1.7
O=C(COC(=O)Cc1ccc(Cl)c(Cl)c1)NCc1ccco1 | 0.5 | -3 | -3.0
CCOC(=O)C1=C(COC(=O)c2ccc([N+](=O)[O-])s2)NC(=O)NC1C (stereo not drawn) | 1.9 | -1 | 2.1
Cc1ccc(NC(=O)CN(C)C(=O)c2cc3c(s2)CCCCC3)cc1 | 0.1 | -1 | -1.5
Cc1ccc(S(=O)(=O)N(C)CC(=O)OCC(=O)c2ccc3c(c2)NC(=O)CO3)cc1 | 3.1 | -5 | 4.9
O=C(O)C1=CC[C@@H](c2ccc(Cl)cc2)N(S(=O)(=O)c2ccc(Cl)cc2)[C@H]1c1ccccc1 | 1.0 | -5 | -1.9
Cc1c(NC(=O)c2cccc(NC(=O)COc3ccccc3)c2)c(=O)n(-c2ccccc2)n1C | 1.2 | -5 | 0.3
CC(C(=O)NC1CCCc2ccccc21)N1C(=O)C2CCCCC2C1=O (stereo not drawn) | -0.2 | -2 | -0.6
CCOC(=O)[C@H]1[C@H]2COc3ccc(C)cc3[C@@H]2N2C(=O)c3ccc(Cl)cc3NC(=O)[C@@]12C | -0.2 | -5 | -1.9
O=C(COC(=O)Cc1c(F)cccc1Cl)NC(=O)Nc1ccccc1F | 0.9 | -4 | 1.8
CCn1nc(C(=O)OCC(=O)N(CC(C)C)c2c(N)n(Cc3ccccc3)c(=O)[nH]c2=O)c2ccccc2c1=O | -0.9 | 1 | -0.6
Cc1csc(=O)n1CC(=O)OCC(=O)NCc1ccccc1 | 0.6 | 1 | -0.1
O=c1ccc2ccc(O[C@@H]3O[C@H](CO)[C@@H](O)[C@H](O)[C@H]3O)c(O)c2o1 | 1.1 | -7 | 1.3
CN1CCN(c2ccc(Cl)cc2NC(=O)CC2OC(=O)c3ccccc32)CC1 (stereo not drawn) | 1.8 | -5 | 3.6
CCC(C)Sc1ccc([C@@H]2[C@@H]3C(=O)N(CC)C(=O)[C@@H]3[C@]3(C(=O)OC)CCCCN23)cc1OC (stereo partly drawn) | -0.7 | -4 | -1.2
Cc1ccccc1OCC(=O)OCC(=O)NCc1ccco1 | -0.7 | -1 | -1.0
CCN(c1ccccc1)S(=O)(=O)c1ccc(Oc2ccc(C(C)=O)cc2OC)nc1 | 3.9 | -4 | 2.5
Nc1ccc2nc(-c3ccccc3)cnc2c1 | 5.3 | -7 | 8.5
COCc1c(C(=O)NC2CCCCC2)sc2cccc(F)c12 | -0.5 | -9 | -2.1
C[C@@H](NC(=O)Cn1ccc(NC(=O)OCc2ccccc2)nc1=O)c1cccc2ccccc12 | -0.6 | -3 | -0.8
COc1cc(NCc2ccccc2)c2ncn(Cc3ccccc3)c2c1 | 5.7 | 2 | 0.1
COc1ccc2nc(-c3ccccc3)cc(C(=O)OCC(=O)N3CCCCC3)c2c1 | 0.0 | -6 | -0.6
COC(=O)C1CCN(C(=O)c2ccc(OC)c(S(=O)(=O)N3CCCc4ccccc43)c2)CC1 | 0.2 | -1 | 1.0
Cc1cc(OCC(=O)Nc2ccccc2N2CCOCC2)c(C(C)C)cc1Cl | 0.4 | -7 | -1.0
CCC(C)n1c(SCC(=O)NC2CCCC2)nc2ccccc2c1=O (stereo not drawn) | -1.8 | -5 | -3.0
CCCCCn1c(=NC(=O)c2cccnc2)c(C#N)cc2c(=O)n3cccc(C)c3nc21 | -0.6 | -3 | 0.1
O=C(Nn1cnnc1)c1ccc([N+](=O)[O-])cc1Cl | 0.6 | -1 | 1.1

# In the list so far, 3 contain a COOH group.
mol | V1aR counter | GalR3 antagonist | OXTR agonist
COc1ccc(NS(=O)(=O)c2cccc(C(=O)O)c2)cc1S(=O)(=O)N1CCCCC1 | -0.1 | 0 | 1.1
O=C(O)C1CC=CCC1C(=O)NCc1ccc(Cl)c(Cl)c1 (stereo not drawn) | 1.4 | -1 | 1.1
O=C(O)C1=CC[C@@H](c2ccc(Cl)cc2)N(S(=O)(=O)c2ccc(Cl)cc2)[C@H]1c1ccccc1 | 1.0 | -5 | -1.9

# New compounds follow:
mol | V1aR counter | GalR3 antagonist | OXTR agonist
CC(C)n1nc(C(=O)NNC(=O)c2ccncc2)c2ccccc2c1=O | 0.4 | 1 | -1.6
CCc1noc(C)c1C(=O)Nc1cc(S(=O)(=O)N(CC)CC)ccc1N1CCOCC1 | 4.3 | -2 | -0.2
Cc1c(NC(=O)COC(=O)c2ccc(Cl)nc2)c(=O)n(-c2ccccc2)n1C | 1.1 | -4 | 1.2
COC(=O)[C@]1(C)N[C@H](CN(C)C(=O)Nc2ccc(C(F)(F)F)cc2)[C@@H]2C(=O)N(C)C(=O)[C@@H]21 | 0.5 | -5 | 0.4
Cc1ccc(C(=O)OCC(=O)NC(=O)c2ccc(C(C)(C)C)cc2)c(O)c1 | 0.9 | -4 | 1.4
CC(C)(C)N(Cc1ccccc1)C(=O)CN1C(=O)NC2(CCCCCC2)C1=O | 1.9 | -7 | 1.0
CCC(C)N(C(=O)CSc1nc(C)nc2ccccc12)C1CCS(=O)(=O)C1 (stereo not drawn) | 0.7 | -1 | 0.0
Cc1cc(C)c(NC(=O)COC(=O)CCn2c(C)csc2=O)c(C)c1 | 1.6 | -4 | 0.9
CC1CC(C)CN(S(=O)(=O)c2ccc(C(=O)NNC(=O)c3ccccc3F)cc2)C1 (stereo not drawn) | 1.1 | 3 | 1.1
Cc1ccc(N2CC(C(=O)OCc3nnc(-c4ccccc4)o3)CC2=O)cc1 (stereo not drawn) | 1.0 | -4 | -1.1
CCOC(=O)c1ccc(N2Cc3ccccc3C2=NC(=O)c2cccc([N+](=O)[O-])c2)cc1 | 7.3 | -3 | -0.2
Cc1ccc(OCC(=O)OCC(=O)N2c3ccccc3CC2C)cc1C (stereo not drawn) | 1.5 | -7 | 2.6
CC(C(=O)OCC(=O)N(C)C1(C#N)CCCCC1)N1C(=O)c2ccccc2C1=O (stereo not drawn) | 0.5 | -5 | 0.3
CC1CCCC(C)N1C(=O)COC(=O)c1cccnc1Cl (stereo not drawn) | 0.6 | -3 | 1.0
Cc1ccc(CN2CC(C(=O)N3CCN(c4ccccc4Cl)CC3)CC2=O)cc1 (stereo not drawn) | 5.4 | -7 | 1.7
CCCNC(=O)C(Cc1ccccc1)NC(=O)c1ccc(C(F)(F)F)cc1 (stereo not drawn) | -1.1 | -4 | -1.6
CCCNC(=O)C(Cc1ccccc1C)NC(=O)c1ccc(C(F)(F)F)cc1 (stereo not drawn) | 0.1 | -2 | 0.6
CCCN(CC(=O)Nc1cc(Cl)ccc1Cl)C(=O)/C=C/c1cc(OC)ccc1OC | 1.9 | -4 | -0.4
O=C(COC(=O)c1cc([N+](=O)[O-])ccc1NCCO)Nc1cccc(S(=O)(=O)N2CCCC2)c1 | -0.8 | -5 | -0.1
COc1ccc(S(=O)(=O)N2CCCCC2)cc1NC(=O)Cn1cnc2c1c(=O)n(C)c(=O)n2C | 0.8 | -7 | 2.3
COc1ccccc1NS(=O)(=O)c1cccc(C(=O)NCc2ccncc2)c1 | 1.3 | 3 | 1.0
